HCMV inh – qHTS Assay for inhibitors of the human cytomegalovirus (HCMV); HFF cells, HCMV-luciferase reporter, 72 h; active compounds read low; activity change, negative = inhibition, % at 57.5 µM; hit rate 4.5% among 410,000; in the data active = activity change below about -60%; inconclusive = no clear call, values can overlap the other calls; inactive = above about -39%
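Two compound doses tested in HFFs infected with HCMV-luciferase, MOI 1 PFU/cell, 72 h at 37C. Lysate luminescence read with OneGlo; data normalized against buffer-only and 10uM Salinomycin inhibitor controls.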
LmPK inh – qHTS Assay for Inhibitors of Leishmania Mexicana Pyruvate Kinase (LmPK); Q27686; purified LmPK, Kinase-Glo ATP luminescence, 1 h; Potency, µM (top dose mostly 57.5 µM), for the others: at the top dose activity change, negative = inhibition, most hits filed as inhibitors; hit rate 0.37% among 290,000; AID 1721, 2009; also: potency is read from the fitted curve at half-maximal effect
Target sequence (Q27686 whole entry, looked up): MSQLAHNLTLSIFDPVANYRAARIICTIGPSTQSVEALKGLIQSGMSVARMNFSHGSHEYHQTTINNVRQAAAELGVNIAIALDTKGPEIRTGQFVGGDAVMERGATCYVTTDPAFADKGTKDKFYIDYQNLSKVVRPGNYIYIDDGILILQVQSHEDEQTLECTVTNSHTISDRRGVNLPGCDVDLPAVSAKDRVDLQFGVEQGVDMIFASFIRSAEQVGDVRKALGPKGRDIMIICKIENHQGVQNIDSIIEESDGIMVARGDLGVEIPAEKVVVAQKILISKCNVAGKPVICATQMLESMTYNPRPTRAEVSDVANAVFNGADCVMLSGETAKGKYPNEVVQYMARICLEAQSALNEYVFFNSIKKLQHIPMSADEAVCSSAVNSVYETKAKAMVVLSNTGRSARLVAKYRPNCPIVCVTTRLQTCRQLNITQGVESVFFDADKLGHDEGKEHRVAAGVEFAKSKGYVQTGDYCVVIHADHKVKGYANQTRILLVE
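ATP generated from ADP (0.1 mM) and PEP (0.5 mM) by 0.1 nM LmPK over 1 h at room temperature (pH 7.2 imidazole buffer) was detected by coupled luciferase luminescence. Values were normalized to uninhibited and no-enzyme wells.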
HCV inh – qHTS Assay for Inhibitors of Hepatitis C Virus (HCV); Huh7.5.1 HCVcc-Cre infection, luciferase reporter, 44 h; Potency, µM (titrated, usually from 41.8 µM), for the others: at the highest dose activity change, negative = inhibition, hits mostly inhibitors; hit rate 3.4% among 340,000; AID 651820, 2012; also: potency is read from the fitted curve at half-maximal effect
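HCVcc-Cre virus at an moi near 0.5 was added right after compound to cells cultured 4 h from seeding (1,000 cells/well). Luciferase activity was determined 44 h later, 15 min after substrate addition at RT.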
AMA1-RON2 inh – qHTS for Inhibitors of AMA1-RON; Towards Development of Antimalarial Drug Lead: Primary Screen. Plasmodium falciparum AMA1 (3D7) - RON2 peptide interaction. AlphaScreen AMA1-biotinylated RON2 peptide binding. Potency, µM (series often up to 58.2 µM), without a hit: top-dose activity change, negative = inhibition, usual class: inhibitors. hit rate 0.2% among 360,000. AID 720542, 2013;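 also: potency is read from the fitted curve at half-maximal effect; 0% = vehicle wells and -100% = peptide control; nearly all actives have a fitted effect of over 45% in size; some results filed as inactive show a strong effect at the top dose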
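AMA1 (3D7) with his tag at 25 nM final met compounds first, then biotinylated RON2 peptide at 25 nM; detection used donor plus acceptor beads, 10 µg/mL apiece, read by AlphaScreen after 30 min at room temperature.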
Tb PYK inh – qHTS of Trypanosoma Brucei Inhibitors; pyruvate kinase (Trypanosoma brucei), Q57TT1; TbPYK enzyme, Kinase-Glo Plus ATP luminescence, 45 min; Potency, µM (titrated, usually from 76.8 µM), for the others: top-dose activity, negative = inhibition, usual class: inhibitors; hit rate 0.12% among 410,000; also: potency is read from the fitted curve at half-maximal effect; nearly all actives have a fitted effect of over 50% in size
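Luminescent Kinase-Glo Plus end-point after 45 min room-temperature reaction of T. brucei pyruvate kinase started with 130 uM ADP (final). Buffer TEA 50 mM pH 7.2 with KCl, MgCl2, BSA, Tween-20; titration-based qHTS with fitted concentration-effect curves.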
AmpC inh no detg – qHTS Inhibitors of AmpC Beta-Lactamase (assay without detergent); AmpC nitrocefin hydrolysis, absorbance 480 nm, 0.0001% Triton; Potency, µM (doses to about 57.1 µM), inactives show at the highest dose activity change, negative = inhibition, usual class: inhibitors; hit rate 0.52% among 330,000;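 also: potency is read from the fitted curve at half-maximal effect; plate controls were no compound for no effect and no enzyme for full effect; nearly all actives have a fitted effect of over 20% in size; some results filed as inactive show a strong effect at the top dose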
Target sequence (P00811 whole entry, looked up): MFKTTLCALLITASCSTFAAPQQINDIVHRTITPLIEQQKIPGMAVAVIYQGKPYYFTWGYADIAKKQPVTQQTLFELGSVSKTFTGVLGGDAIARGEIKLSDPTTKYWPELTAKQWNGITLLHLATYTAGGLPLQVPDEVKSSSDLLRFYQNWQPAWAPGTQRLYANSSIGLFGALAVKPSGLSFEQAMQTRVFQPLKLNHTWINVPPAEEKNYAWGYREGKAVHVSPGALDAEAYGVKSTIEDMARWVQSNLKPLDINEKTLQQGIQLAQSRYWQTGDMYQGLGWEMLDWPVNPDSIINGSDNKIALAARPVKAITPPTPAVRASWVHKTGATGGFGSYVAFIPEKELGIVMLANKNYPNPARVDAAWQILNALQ
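AmpC (5.3 nM in the dispensed reagent) in 20 mM phosphate pH 7.0 with 0.01% (detergent screen) or 0.0001% Triton X-100 was preincubated with compounds for 15 min at room temperature. Nitrocefin was then added from an 800 uM solution, and hydrolysis was followed at 480 nm.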
AmpC inh detg – qHTS Inhibitors of AmpC Beta-Lactamase (assay with detergent) | AmpC hydrolysis of nitrocefin, absorbance 480 nm, 0.01% Triton | Potency, µM (top dose mostly 114 µM), inactives show at the top dose activity change, negative = inhibition, usual class: inhibitors | hit rate 0.041% among 370,000;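 also: potency is read from the fitted curve at half-maximal effect; 0% = no-compound wells and -100% = no-enzyme wells; nearly all actives have a fitted effect of over 25% in size; some results filed as inactive show a strong effect at the top dose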
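20 mM phosphate pH 7.0 + 0.01% (detergent screen) or 0.0001% Triton X-100; 5.3 nM AmpC reagent; cpd preinc 15 min RT; nitrocefin (800 uM stock) to start; A480 q20 s × 4 min; Activity was normalised to no-enzyme and no-compound control wells.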
Numbers without * were called inactive; ? = inconclusive; . = not tested or not shown; [ ] = another dose, or the depositor's remark. Unless noted, calls follow the shape of the dose curve; as a rule, active = well fitted curve in the direction sought with a large enough effect; inconclusive = small, poorly fitted or top-dose-only effect, or another doubt; inactive = no such curve, though single readings can be large; an effect the other way counts as inactive or inconclusive. Unless noted, % is scaled to controls: 0 for no effect and ±100 for the full control effect.

SMILES	HCMV inh	LmPK inh	HCV inh	AMA1-RON2 inh	Tb PYK inh	AmpC inh no detg	AmpC inh detg
COc1ccc(-c2nn(-c3ccccc3)cc2/C=C2/SC(=S)N(CCC(=O)O)C2=O)cc1	?	2%	36%[activator]	0%	9%	-32%	-8%
CN(CC(=O)Nc1ccccc1-c1ccccc1)Cc1ccccc1Cl	?	0%	-28%	1%	1%	-34%	-11%
CC(C)(C)NC(=O)CN(Cc1ccc2c(c1)OCO2)C(=O)CCC(=O)Nc1nccs1	-25	?	3%	-4%	1%	-20%	-3%
Cc1noc(NC(=O)c2ccccc2Cl)c1C#N	15	2%	-12%	3%	0%	-10%	0%
COc1ccc(OC)c(NC(=O)COC(=O)C2CCCCC2)c1	10	.	3%	-28%	-10%	-18%	.
Brc1ccc(-c2nc(-c3ccncc3)no2)cc1	?	5%	1%	3%	-4%	-21%	-3%
O=C(NCc1ccncc1)c1ccc(Cn2cc(C(F)(F)F)ccc2=O)cc1	-2	-3%	5%	4%	6%	-10%	-6%
O=C(CSc1nnc2c(n1)[nH]c1ccc(S(=O)(=O)N3CCOCC3)cc12)Nc1ccccc1Cl	-25	4%	-7%	-6%	-2%	-22%	-15%
COc1ccccc1C(=O)COC(=O)Cn1c(C)csc1=O	-24	.	20%	-2%	1%	-17%	-8%
Cc1nnc2c(NCCC(C)C)nc3ccccc3n12	.	1%	28%	-2%	-13%	-11%	?
O=c1c(-c2ccccc2)nc(-c2ccccc2)cn1O	-8	-6%	-1%	5%	2%	-26%	1%
Cc1nc2nc(NC(=O)c3ccco3)[nH]n2c(=O)c1C	19	-11%	0%	18%	1%	1%	-7%
O=C(CCN1CCN(c2ccc(Cl)cc2)CC1)Nc1ccccc1F	-6	4%	-2%	-10%	-1%	105%[activator]	?
COc1ccc(C(=O)N(Cc2ccccc2)c2ccc(C)cc2)cc1S(=O)(=O)N1CCOCC1	-15	.	-20%	-1%	5%	208%[activator]	-10%
CS(=O)(=O)N1CCC(C(=O)Nc2ccc(Cl)c(C(F)(F)F)c2)CC1	23	-15%	14%	-4%	-4%	1%	-4%

The closing 3 entries of the section above lead into the next.
SMILES	HCMV inh	LmPK inh	HCV inh	AMA1-RON2 inh	Tb PYK inh	AmpC inh no detg	AmpC inh detg
O=C(CCN1CCN(c2ccc(Cl)cc2)CC1)Nc1ccccc1F	-6	4%	-2%	-10%	-1%	105%[activator]	?
COc1ccc(C(=O)N(Cc2ccccc2)c2ccc(C)cc2)cc1S(=O)(=O)N1CCOCC1	-15	.	-20%	-1%	5%	208%[activator]	-10%
CS(=O)(=O)N1CCC(C(=O)Nc2ccc(Cl)c(C(F)(F)F)c2)CC1	23	-15%	14%	-4%	-4%	1%	-4%
COc1ccc2[nH]c(-c3cccc(F)c3)cc(=O)c2c1	-62*	-1%	4%[8.37 µM]	-2%	0%	-12%	?
CS(=O)(=O)Nc1ccc(-c2cncc3nccn23)cc1	-10	.	.	17%	-6%	.	.
COC(=O)c1ccc(/C=C2/C(=O)Oc3ccccc32)cc1	25	-10%	20%	-10%	-1%	-25%	-1%
CN(Cc1ccccc1)C(=O)CSc1c2c(nc3ccc(Cl)cc13)CCCC2	-1	.	.	.	-1%	.	3%
CC(C)(C)NC[C@H](O)COc1cccc2c1CCCC2=O	-7	.	12%	0%	5%	1%	-9%
COc1ccc(-c2nc3ccc(Cl)cn3c2Cc2ccc(C)cc2)cc1OC	47	.	.	-3%	0%	.	.
COc1ccc(C(=O)c2cc([N+](=O)[O-])ccc2N2CCN(C)CC2)cc1	-30	-2%	?	-11%	1%	29%	-3%
CCn1cc(C(=O)OCC(=O)OC2CC(C)CCC2C(C)C)c(=O)c2ccc(C)nc21 (stereo not drawn)	16	3%	?	-13%	3%	23%	1%
CC(=O)c1ccc(N2CCN(C(=O)c3cc(C)on3)CC2)cc1	19	0%	-2%	-4%	-4%	-10%	-6%
O=C1[C@H](Cc2ccccc2)NCC=CC[C@@H](c2ccco2)N1Cc1ccccc1	14	.	0%	6%	-10%	.	.
Cc1c(-c2cc(C(=O)O)no2)cnn1C	?	5%	10%	-2%	1%	47%	0%
Cc1ccc(NS(=O)(=O)c2cccc(C(=O)O)c2)c(C)c1	32	1%	10%	0%	6%	-13%	?
Cc1ccc(-c2nc(=O)[nH]c3ccc(Br)cc23)cc1	?	-7%	-4%	-7%	2%	-30%	-15%
Cc1ccc(S(=O)(=O)N(C)C)cc1NC(=S)NCCCn1ccnc1	3	2%	-6%	-7%	-4%	-16%	?
COc1ccccc1CNC(=O)C[C@@H]1C[C@H]2c3cc(N(C)C)ccc3O[C@H]2[C@H](CO)O1	1	.	.	-3%	-28%	.	.
NC(=O)CC(NC(=O)Cc1cccc2ccccc12)c1ccc(N2CCN(c3ccc(F)cc3)CC2)c([N+](=O)[O-])c1 (stereo not drawn)	45	8%	10%	-4%	-3%	-25%	2%
CCCCn1c(O)c(C(C)=Nc2c(C)n(C)n(-c3ccccc3)c2=O)c(=O)[nH]c1=O	-29	0%	11%	-15%	-2%	-2%	?
COC(=O)[C@@]1(Cc2ccc(OC)cc2)[C@H]2c3cc(C(=O)N4CCCC4)n(Cc4ccc(OC)c(OC)c4)c3C[C@H]2CN1C(=O)c1ccccc1	-30	0%	2%[8.37 µM]	.	.	283%[activator]	?
O=C(CCN1C(=O)c2ccccc2S1(=O)=O)N1CCN(c2cccc(Cl)c2)CC1	-11	.	1%	-1%	4%	126%[activator]	-7%
CCC(=O)C1=C(c2ccc(F)cc2)N(C(=O)CC)n2c(nnc2C2CCCCC2)S1	-25	.	.	.	1%	.	0%
O=C(N/N=C/c1ccc(O)c2ncccc12)c1cccc(Br)c1	-99*	-3%	3.5µM*	-78%	11%	-52%	5%
O=C(Nc1cccc(Cl)c1)c1csc([C@@H]2O[C@H](CO)[C@H](O)[C@H](O)[C@H]2O)n1	-5	.	.	21%	1%	.	.
CC1=C(C(=O)OCc2ccccc2)C(c2ccccc2)NC(=O)N1 (stereo not drawn)	-8	-4%	?	-2%	-1%	-33%	-5%
O=C(CSc1nnc(CNc2ccc(F)cc2)o1)OC1CCCCC1	-1	0%	21%	-9%	-3%	-15%	-8%
Cc1ccc2c(c1)C(Cc1nc3ccccc3c(=O)n1-c1ccc(Br)cc1)C(=O)N2 (stereo not drawn)	-4	.	.	.	3%	.	22%
Cc1cc(N2CCN(c3ccccc3)CC2)n2c(n1)nc1ccccc12	?	2%	2%	6%	-7%	215%[activator]	7%
Nn1c(SCC(=O)Nc2ccccc2F)nnc1-c1cccs1	-21	.	11%	7%	-3%	-29%	-17%
COC(=O)c1ccccc1NC(=O)CSc1nnc(-c2ccc(C)cc2)o1	.	2%	-8%	.	.	-18%	?
Cc1ccccc1C(=O)NC(CC(C)C)C(=O)Nc1ccc(F)c([N+](=O)[O-])c1 (stereo not drawn)	-104*	2%	21%	-8%	-2%	-21%	1%
COc1ccc(N2CCN(C(=O)CSc3ncn[nH]3)CC2)cc1	-1	.	1%	14%	-1%	-7%	-9%
COCc1nnc(NC(=O)CS(=O)(=O)c2ccc(C)cc2)s1	?	4%	-12%	-7%	1%	-10%	-5%
O=C(NCc1cccs1)c1cc(-c2ccncc2)nc2ccc(Br)cc12	.	0%	.	.	.	93%[activator]	-15%
CCOC(=O)Cc1cn2c(=O)cc(CSCC(=O)Nc3ccc(C)c(C)c3)nc2s1	28	1%	18%	20%	-3%	-21%	?
COc1ccccc1NC(=O)C(O)C(O)C(=O)Nc1ccccc1OC (stereo not drawn)	22	1%	-17%	-11%	3%	-17%	?
Cc1cc(NC(=O)Cn2nc(C(F)(F)F)c3c2CCCC3)no1	31	1%	-20%	7%	-11%	-10%	-15%
O=C(CSc1ccc(-c2ccc(F)cc2)nn1)N1CCCCC1	88	?	-4%	-2%	-26%	1%	?
COc1ccc(C2C=C(c3ccccc3)Nc3nc(NC(=O)/C=C/c4ccc(Cl)cc4)nn32)cc1 (stereo not drawn)	1	.	.	.	4%	.	11%
CCc1nn2c(NCCOC)cc(C)nc2c1-c1ccc(F)cc1	?	16%	-25%	-7%	4%	76%[activator]	5%
COc1ccccc1OCCNC(=O)CNC(=O)c1ccc(Cl)c(Cl)c1	-18	.	-8%	-6%	-3%	25%	?
S=C(c1ccc(-c2cccc(Cl)c2)o1)N1CCCCC1	19	-9%	?	?	-17%	-20%	7%
Cc1cccc(-n2nnc(C(=O)NCc3ccc4c(c3)OCO4)c2N)c1	-12	-2%	-10%	-19%	-2%	-26%	-11%
COc1cccc(CN2CCN(Cc3ccc4cccc(F)c4n3)CC2CCO)c1 (stereo not drawn)	36	-2%	-8%	38%[activator]	-4%	57%	1%
c1ccc(-c2noc(-c3ccc4ccccc4c3)n2)cc1	-29	-14%	-7%	1%	0%	-7%	-6%
COc1cc(C(=O)NCc2nnc(SCC(=O)Nc3cccc(C(F)(F)F)c3)o2)cc(OC)c1OC	15	-7%	-18%	3%	1%	62%[activator]	-11%
CC1CCCN(C(=O)c2cc3c(=O)n(C)c4ccccc4c3s2)C1 (stereo not drawn)	1	.	.	.	-25%	.	-2%
O=C(CCNS(=O)(=O)c1cccs1)NCc1ccco1	35	5%	16%	20%	-1%	-11%	?
O=C(NCc1ccccn1)C(=O)Nc1cc2c3c(c1)CC(=O)N3CCC2	11	.	16%	30%[activator]	1%	3%	?
Nc1c(N(Cc2ccco2)C(=O)c2ccccc2F)c(=O)[nH]c(=O)n1Cc1ccccc1	-18	.	-5%	9%	3%	-4%	0%
Cc1ccccc1NC(=O)C(=O)NCCCN1CCOCC1	-11	3%	0%	6%	-4%	-8%	-15%
O=C(O)C(O)(c1ccccc1)C(O)c1ccccc1 (stereo not drawn)	30	.	-1%	8%	0%	.	.
CCC/C=N/NC(=O)c1cc(Br)ccc1O	-14	-3%	24%	68%[activator]	-3%	-53%	?
O=C1c2ccccc2S(=O)(=O)c2cc(C(=O)N3CCN(c4ccc(Cl)cn4)CC3)ccc21	-4	.	?	17%	2%	.	.
Cc1cc2ccccc2c(=O)n1CC(=O)NCC(=O)N1CCN(c2ccccc2F)CC1	5	4%	-10%	-10%	-16%	-8%	1%
